LAP4-GFP MLPCN: modulators of TOR pathway LAP4-GFP in S. cerevisiae | AID 2023 | GFP response vs DMSO, % at 10 µM | S. cerevisiae LAP4-GFP multiplex, flow cytometry GFP, 3 h; median GFP as percent of DMSO wells | actives 0.34% (n = 320,000);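 active = GFP response vs DMSO above a set limit, about the screen mean plus 3 SD, cut at about 150% in these data; inconclusive = under 70 cell events counted for the yeast strain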
RPL19A TOR yeast: modulators of TOR pathway RPL19A-GFP in S. cerevisiae; AID 2025; actives 0.3% (n = 330,000); percent response vs DMSO, % at 10 µM; S. cerevisiae RPL19A-GFP strain, flow cytometry, 3 h; active compounds read low;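 active = percent response vs DMSO below 50%; inconclusive = fewer than 70 events counted for the yeast strain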;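 also: median channel GFP fluorescence of the barcoded RPL19A-GFP strain; ratio of sample median GFP to plate DMSO average so 100% = DMSO; lower means less RPL19A-GFP as with rapamycin TOR inhibition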
CIT2-GFP yeast: modulators of TOR pathway CIT2-GFP in S. cerevisiae. GFP response vs DMSO, % at 10 µM. actives 0.065% (n = 320,000). S. cerevisiae CIT2-GFP strain, flow cytometry, 3 h; 100 means same as DMSO wells;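 active = GFP response relative to DMSO above a set limit, near the screen mean plus 3 SD, cut at about 150% in these data; inconclusive = Fewer than 70 cells measured for a yeast strain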;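 also: ratio of well median GFP fluorescence to mean of DMSO wells on the plate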
CR mimetic SO: yeast age-related superoxide inhibition as caloric restriction mimetic; S. cerevisiae aged cells, superoxide DHE fluorescence; active compounds read low; superoxide response (% of plate mean), % at 10 µM; actives 0.18% (n = 330,000);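 active = superoxide response under a set limit, about three screen SD below normal, cut at about 65% in these data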;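 also: yeast aged for seven days with compound at 30 °C before DHE staining; 100% = average MFI of all compound-treated wells on the plate with controls excluded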
MEP2-GFP yeast: alters MEP2-GFP fluorescence in TOR pathway yeast screen. actives 0.51% (n = 330,000). S. cerevisiae MEP2-GFP strain, flow cytometry GFP, 3 h; 100% = DMSO control level. AID 2016. GFP response vs DMSO, % at 10 µM;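 active = GFP response versus DMSO above a set limit, roughly screen mean plus 3 SD, cut at about 180% in these data; inconclusive = fewer than 70 cells counted for a yeast strain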;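 also: median GFP fluorescence of the barcode-gated MEP2-GFP cells per well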
VLA-4 inh: inhibition in a human VLA-4 binding assay. VLA-4 expressing cells, ligand binding flow cytometry. inhibition, % (about 7 µM as worked out from the volumes in the protocol). actives 0.2% (n = 330,000). P13612; in the data active = inhibition above about 50%
Target sequence (P13612 whole entry, looked up): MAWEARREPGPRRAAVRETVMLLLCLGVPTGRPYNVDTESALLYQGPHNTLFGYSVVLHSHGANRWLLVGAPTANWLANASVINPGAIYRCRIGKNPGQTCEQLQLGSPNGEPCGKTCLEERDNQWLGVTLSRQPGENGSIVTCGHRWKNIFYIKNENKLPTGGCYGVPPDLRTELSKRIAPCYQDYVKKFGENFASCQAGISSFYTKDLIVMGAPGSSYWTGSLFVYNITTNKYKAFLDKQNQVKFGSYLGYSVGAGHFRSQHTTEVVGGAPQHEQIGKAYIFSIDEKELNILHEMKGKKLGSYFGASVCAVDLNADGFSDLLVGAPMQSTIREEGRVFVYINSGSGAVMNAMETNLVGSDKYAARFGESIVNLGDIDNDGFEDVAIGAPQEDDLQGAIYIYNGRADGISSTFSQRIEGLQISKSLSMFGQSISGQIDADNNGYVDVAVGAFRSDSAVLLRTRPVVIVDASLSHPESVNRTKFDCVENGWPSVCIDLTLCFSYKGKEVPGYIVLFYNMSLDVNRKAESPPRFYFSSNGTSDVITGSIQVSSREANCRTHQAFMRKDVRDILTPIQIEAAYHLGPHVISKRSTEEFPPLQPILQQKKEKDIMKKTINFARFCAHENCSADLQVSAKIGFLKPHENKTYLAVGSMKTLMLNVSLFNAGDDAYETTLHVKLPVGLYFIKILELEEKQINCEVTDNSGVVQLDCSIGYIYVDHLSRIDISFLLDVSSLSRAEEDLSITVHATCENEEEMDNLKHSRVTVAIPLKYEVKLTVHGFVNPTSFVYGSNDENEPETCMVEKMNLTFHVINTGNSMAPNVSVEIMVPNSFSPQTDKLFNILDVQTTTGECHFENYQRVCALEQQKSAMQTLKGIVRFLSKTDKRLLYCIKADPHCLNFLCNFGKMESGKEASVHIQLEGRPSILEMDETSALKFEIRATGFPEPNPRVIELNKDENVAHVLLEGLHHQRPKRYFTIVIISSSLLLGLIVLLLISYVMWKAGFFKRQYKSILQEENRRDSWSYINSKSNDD
AGP1 TOR yeast: yeast TOR pathway AGP1-GFP modulation | GFP response vs DMSO, % at 10 µM | actives 0.02% (n = 320,000) | S. cerevisiae AGP1-GFP multiplex flow cytometry, 3 h; GFP as percent of DMSO wells;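 active = GFP response relative to DMSO above a set limit, near screen average plus 3 SD, cut at about 150% in these data; inconclusive = fewer than 70 cells counted for the yeast strain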;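 also: median GFP channel fluorescence of the gated AGP1 strain per well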
GRK2 inh: human GRK2 inhibition via aptamer displacement. P25098. bead flow cytometry, FAM-aptamer displacement from GRK2. inhibition of aptamer binding, % at 10 µM. actives 0.59% (n = 330,000). AID 488847;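 active = inhibition of aptamer binding above 40%, roughly 3 SD of noise, on plates passing a quality check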;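 also: median bead fluorescence of bound FAM aptamer so fluorescent compounds give negative values; no value below 0 was filed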
* = called active by the depositor; ? = inconclusive; / = not tested or not shown; [ ] = another dose, or the depositor's remark.

entry	Structure	LAP4-GFP MLPCN	RPL19A TOR yeast	CIT2-GFP yeast	CR mimetic SO	MEP2-GFP yeast	VLA-4 inh	AGP1 TOR yeast	GRK2 inh
1	CCOC(=O)C1=C(N)OC2=C(C(=O)CC(C)(C)C2)C1c1ccccc1OC (stereo unspecified)	115	114	106	89	116	9	107	0
2	CCN(C(=O)COC(=O)c1c(-c2ccccc2)noc1C)C1CCS(=O)(=O)C1 (stereo unspecified)	103	101	105	100	112	6	104	0
3	Cc1noc(C)c1CSc1nnnn1-c1ccc(Cl)cc1	112	106	114	107	114	20	108	1
4	Cc1ccc(S(=O)(=O)N2CCN(S(=O)(=O)c3ccccc3)C2c2ccc(N(C)C)cc2)cc1 (stereo unspecified)	99	99	93	91	103	7	99	0
5	NCCSc1c(-c2ccc(Cl)cc2)[nH]c2ccccc12	104	98	116	83	100	0	105	0
6	COc1cc(NC(=O)c2ccccc2F)ccc1NC(=O)c1cc2ccccc2o1	95	104	101	96	105	4	103	0
7	O=C(CCN1C(=O)C2C3CCC(C3)C2C1=O)OCC(=O)c1ccc(Cl)cc1 (stereo unspecified)	86	101	89	113	100	4	93	0
8	CC(C)C(NC(=O)c1ccc(Br)cc1)C(=O)NC1=NCCS1 (stereo unspecified)	80	98	100	95	94	0	86	3
9	N#C/C(=C/c1ccc(N2CCOCC2)c([N+](=O)[O-])c1)C(N)=O	99	100	101	103	101	3	102	0
10	OCc1cc(-c2ccc(Cl)c(Cl)c2)on1	100	94	88	107	83	15	92	3
11	CCCCCc1ccc(-c2cn(CC3CCCCC3)nn2)cc1	123	99	99	110	93	36	87	0
12	Cc1cc(C=O)c(C)n1-c1ccc(NC2CCCC2)c([N+](=O)[O-])c1	106	98	88	111	95	-13	98	4
13	Cc1ccccc1-c1nnn(CC(=O)NCc2ccc3c(c2)OCO3)n1	105	102	99	96	104	-4	107	0
14	CCN(c1c(C)n(C)n(-c2ccccc2)c1=O)S(C)(=O)=O	99[may fluoresce red]	?	96[may fluoresce red]	99	83[may fluoresce red]	5	82[may fluoresce red]	0
15	COc1cc2sc3cc(NCC[C@@H]4CCCN4C)ccc3c(=O)c2cc1OC	101	95	83	97	99	2	95	77*
16	O=C(/C=C/c1cccc([N+](=O)[O-])c1)c1ccc2c(c1)OCCO2	115	103	91	102	100	-25	96	0
17	CC1CCN(C(=O)CSc2nnc(N)s2)CC1	62	105	110	111	97	-6	85	0
18	COC(=O)c1c(C(=O)OC)c(-c2ccccc2)n2c1CS(=O)(=O)C2	100	102	101	85	100	-3	97	4
19	O=C(CCS(=O)(=O)c1ccc(F)cc1)Nc1nc(-c2ccncc2)cs1	90	94	99	111	82	23	100	4
20	CCOC(=O)N1CCN(C(=O)COc2ccc(Br)cc2)CC1	109	99	98	107	104	6	98	1
21	COc1ccccc1CCC(=O)Nc1cccc(S(=O)(=O)N2CCCCCC2)c1	102	96	98	108	96	5	99	4
22	Cc1[nH]c2ccccc2c1C(=O)CSc1nc2ccccc2c(=O)n1CCCN1CCOCC1	98	105	94	115	101	-7	95	1
23	C=C1/C(=C\C=C2/CCC[C@]3(C)[C@@H]([C@H](C)CCCC(C)(C)O)CC[C@@H]23)C[C@@H](O)C[C@@H]1O	123	99	108	99	94	0	96	3
24	O=Cc1ccc(OCc2nnsc2Cl)cc1	104	99	102	98	101	-3	101	0
25	Cc1nnc(NC(=O)CCn2c(=O)oc3ccc(Cl)cc32)s1	103	102	98	103	105	1	102	0
26	CCOc1ccccc1NC(=O)C1=C(C)NC(=S)NC1c1cccs1 (stereo unspecified)	94	92	88	101	96	-111	93	5
27	O=C(O)c1cc(N2C(=O)CCC2=O)ccc1Cl	94	102	103	97	99	-9	103	2
28	O=C(CSc1nnc(-c2cccnc2)n1-c1ccccc1)Nc1ccc2c(c1)OCO2	106	101	109	83	106	22	107	3
29	Cc1ccccc1-c1cc(C(=O)NCC2CC2)nn1CC1CC(c2cccc([N+](=O)[O-])c2)=NO1 (stereo unspecified)	107	97	104	95	93	0	101	1
30	Cc1cc(C(=O)CN2C(=O)NC(c3ccccc3)(c3ccccc3)C2=O)c(C)n1Cc1ccccc1	103	101	100	114	106	-4	103	0
31	CCOc1ccc(C(C(=O)NCC2CCCO2)N(C(=O)c2snc(C(N)=O)c2N)c2ccccc2F)cc1 (stereo unspecified)	90	92	95	90	104	4	96	0
32	CC(=O)C1=C(O)C(=O)N(CCCN2CCOCC2)C1c1ccccc1[N+](=O)[O-] (stereo unspecified)	105	100	96	105	94	34	106	0
33	O=C(NCc1ccc(-c2nc3ccccc3s2)cc1)c1ccco1	95	104	98	108	130	1	88	0
34	O=C(O)Cc1ccc(NC(=O)c2ccc(NC(=O)c3ccco3)cc2)cc1	92	99	92	116	103	-6	91	48*
35	O=C(O)c1cccc(NC(=S)NC(=O)c2ccc3ccccc3c2)c1	97	101	94	120	106	-1	101	2
36	C=CCn1c(SCC(=O)Nc2c(C)n(C)n(-c3ccccc3)c2=O)nc2sc(C)c(-c3ccccc3)c2c1=O	/	90	84	102	90	3	91	1
37	COC(=O)c1c(NC(=O)c2ccc(S(=O)(=O)N3CCOCC3)cc2)sc2c1CCN(C(C)C)C2	101	94	97	111	95	-1	97	1
38	Cc1nn2c(=O)c3c4c(sc3nc2n1-c1ccccc1)COC(C)(C)C4	110	93	107	108	98	-2	117	0
39	N#Cc1c(N)nc(SCC(=O)C23CC4CC(CC(C4)C2)C3)c(C#N)c1-c1ccc(Cl)cc1	105	97	98	108	100	-1	99	0
40	COc1ccc(Cn2nnnc2C(c2cc(OC)ccc2OC)N2CCC(C(N)=O)CC2)cc1 (stereo unspecified)	98	99	99	100	100	12	99	1
41	CCOCCCNCc1cccc(OCc2ccc(F)cc2)c1	128	96	106	77	112	8	114	0
42	COCC(C)n1c(C)cc(C(=O)CSc2cc(C)c3ccccc3n2)c1C (stereo unspecified)	106	101	90	97	102	10	96	0
43	O=C(NCc1ccccn1)NC1CCCCC1	103	101	97	110	105	22	104	0
44	O=C(O)c1cc(C2CC2)nn1-c1ccccc1	104	103	94	117	102	1	105	4
45	COc1ccc(Nc2nc(-c3ccccc3F)nc3ccccc23)cc1OC	97	104	109	104	102	16	103	0
46	CC(C)(C)NS(=O)(=O)c1cc2c3c(c1)CCN3C(=O)CC2	94	96	95	112	97	2	95	3
47	Cc1ccc(S(=O)(=O)N(CC(=O)N2CCOCC2)C2CCCCC2)cc1	101	102	111	95	98	10	105	3
48	CCCCn1c(C)nc2cc(S(=O)(=O)N3CCOCC3)ccc21	91	99	96	88	99	-18	98	0

A draw from above in order of SMILES length, falling:
entry	Structure	LAP4-GFP MLPCN	RPL19A TOR yeast	CIT2-GFP yeast	CR mimetic SO	MEP2-GFP yeast	VLA-4 inh	AGP1 TOR yeast	GRK2 inh
42	COCC(C)n1c(C)cc(C(=O)CSc2cc(C)c3ccccc3n2)c1C (stereo unspecified)	106	101	90	97	102	10	96	0
41	CCOCCCNCc1cccc(OCc2ccc(F)cc2)c1	128	96	106	77	112	8	114	0
43	O=C(NCc1ccccn1)NC1CCCCC1	103	101	97	110	105	22	104	0

More entries.
entry	Structure	LAP4-GFP MLPCN	RPL19A TOR yeast	CIT2-GFP yeast	CR mimetic SO	MEP2-GFP yeast	VLA-4 inh	AGP1 TOR yeast	GRK2 inh
49	CC(C)C(OC(=O)c1ccco1)C(=O)NCc1ccc2c(c1)OCO2 (stereo unspecified)	89	93	92	101	98	-6	94	0
50	CCN(CC(=O)NCc1ccc(Cl)cc1)C(=O)/C=C/c1ccccc1	113	100	101	103	99	-8	105	4
51	Cc1ccc(C(=O)NCC(c2ccco2)N2CCc3ccccc3C2)cc1C (stereo unspecified)	116	104	98	101	105	6	111	4
52	COc1cc(C(=S)N2CCN(C(c3ccccc3)c3ccccc3)CC2)cc(OC)c1O	102	100	104	101	108	2	99	1
53	CC(C)N(C(=O)CSc1nn2c(=O)c(C(C)(C)C)nnc2s1)c1ccccc1	100	97	106	86	100	-17	94	2
54	O=C(NC(C(=O)c1ccccc1)N1CCCCC1)c1ccccc1 (stereo unspecified)	103	97	94	101	96	-7	98	6
55	CC(=O)c1c(-c2ccccc2)c2cc(Cl)ccc2n(C)c1=O	88	103	107	102	100	-14	95	/
56	O=C(CCC1CCCN(C(=O)C2(c3ccccc3)CC2)C1)N1CCN(c2ccccn2)CC1 (stereo unspecified)	101	99	100	90	96	-1	100	0
57	CCN(C(=O)COC(=O)CC1CCCCC1)c1c(N)n(Cc2ccccc2)c(=O)[nH]c1=O	108	106	91	86	104	0	100	2
58	CCN(CC)C(=O)C1CCCN(Cc2ccccc2)C1 (stereo unspecified)	91	92	100	92	98	5	92	0
59	COc1ccc(Cc2nc(C(=O)NCc3ccccc3OC)cs2)cc1	97	93	85	109	91	-2	91	1
60	CCOC(=O)c1nn(-c2ccc(C)cc2)c(=O)cc1OCC(=O)Nc1cccc(C)c1	103	98	104	101	106	-2	107	0
61	Cc1ccc(/C=N/N2C(=O)c3ccccc3NC2c2ccc(C)cc2)cc1 (stereo unspecified)	96	94	85	94	104	5	92	0
62	Nc1nc(SCc2ccccc2Cl)nc2nc3c(cc12)CCCC3	99	98	100	95	103	9	104	0
63	CCc1ccc(C(=O)COC(=O)c2ccco2)cc1	106	93	93	96	95	14	107	0
64	COC(=O)CCC(=O)Nc1cc(S(=O)(=O)Nc2ccc(Cl)cc2)ccc1N1CCOCC1	121	93	98	101	110	7	108	1
65	CCCC(=O)Nc1cc(C(=O)O)ccc1Sc1ccccc1	102	101	102	115	107	-2	104	3
66	COC(=O)N1CCN(S(=O)(=O)c2ccc(F)cc2)CC1	95	95	104	86	98	0	102	2
67	Cc1nnc(C)c2c(C)n(-c3ccccc3N)c(C)c12	84	88	86	87	79	-6	83	0

Random draw from the library. Share with any hit: about 1.7%.
